hiPSC survival – enhancers of single-cell hiPSC survival, primary screen, ATPlite luminescence. 360,000 compounds, 0.044% hits. 100% = ROCK inhibitor wells, 0% = DMSO. survival enhancement, % at 20 µM. AID 602274, 2012; in the data active = survival enhancement above about 18%;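 note: cells exposed to compounds for 16 hours before the ATP read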
Exocytosis inh – LAMP-1 surface exposure blockers, TALL-104 cells – cell-based, flow cytometry, MLPCN library, primary screen | TALL-104 LAMP-1 surface exposure; cells stimulated with thapsigargin and PMA | inhibition, % at 10 µM | 360,000 compounds, 0.66% hits | AID 651702, 2012;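 active = inhibition above about 55%, limit read from the data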
CaV13 FRET inh – Primary screen for inhibitors of IQ motif and Ca2+-dependent inactivation inhibitor domain binding in CACNA1D, Förster resonance energy transfer in living cells, …; HEK cells, CFP/YFP FRET ICDI-IQ, plate reader, 10 min; percent FRET-ratio fall versus neutral wells; 340,000 compounds, 0.098% hits; inhibition, % at 12.3 µM; AID 743397;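 active = mean replicate inhibition of at least 30% and at least 1% of replicates passing that level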;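 note: 0% = median of the neutral control wells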
H9c2 protect – cardioprotection against H2O2-induced cell death, primary screen, uHTS, H9c2 cells, ATPLite luminescence. 360,000 compounds, 0.63% hits. protection from H2O2 cell death, % at 20 µM. H9c2 cardiomyocytes, H2O2 injury protection, 2 h;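 active = compounds giving at least 50% protection of heart cells from peroxide-induced death in the single-dose screen, raw or plate-pattern-corrected value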;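 note: 0% = DMSO wells with peroxide and 100% = DMSO wells without peroxide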
ABCB6 inh 2 – ABCB6 transporter inhibitors, primary screen, K562-ABCB6 cells, flow cytometry, MLPCN library; ATP-binding cassette sub-family B member 6 (Homo sapiens), Q9NP58; K562-ABCB6 porphyrin accumulation, 1 h; hits give low values; fluorescence ratio to DMSO, % at 10 µM; 360,000 compounds, 0.19% hits;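 active = fluorescence ratio to DMSO below 75%, the collection mean minus 3 SD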;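 note: signal is porphyrin accumulated inside mitochondria; 100% equals median channel fluorescence of DMSO control wells; lower ratio means ABCB6 inhibition with less porphyrin fluorescence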
aDG glyco up – activators of alpha-DG glycosylation, primary screen, uHTS, Pro5-aDG cells, AlphaScreen; alpha-DG glycosylation AlphaScreen (IIH6); 0% Pro5, 100% B10-LARGE cell signal; activation, % at 10 µM; 360,000 compounds, 0.22% hits;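 active = activation of at least 8% versus controls, or a plate z-score of at least 8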;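 note: Pro5 are CHO cells carrying HIG-tagged alpha-DG that lacks glycosylation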
PDI turbidity – inhibitors of human PDI, primary screen, biochemical, turbidity, single point, plate reader; Protein disulfide-isomerase (Homo sapiens), P07237; PDI insulin aggregation turbidity, A650, 90 min; inhibition, % at 10 µM; 350,000 compounds, 0.052% hits; AID 588391, 2011;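 active = mean inhibition across replicates of 30% or more, whatever share of single replicates reach that level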;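 note: absorbance from insulin aggregation driven by PDI reduction with DTT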
Target sequence (P07237 whole entry, looked up): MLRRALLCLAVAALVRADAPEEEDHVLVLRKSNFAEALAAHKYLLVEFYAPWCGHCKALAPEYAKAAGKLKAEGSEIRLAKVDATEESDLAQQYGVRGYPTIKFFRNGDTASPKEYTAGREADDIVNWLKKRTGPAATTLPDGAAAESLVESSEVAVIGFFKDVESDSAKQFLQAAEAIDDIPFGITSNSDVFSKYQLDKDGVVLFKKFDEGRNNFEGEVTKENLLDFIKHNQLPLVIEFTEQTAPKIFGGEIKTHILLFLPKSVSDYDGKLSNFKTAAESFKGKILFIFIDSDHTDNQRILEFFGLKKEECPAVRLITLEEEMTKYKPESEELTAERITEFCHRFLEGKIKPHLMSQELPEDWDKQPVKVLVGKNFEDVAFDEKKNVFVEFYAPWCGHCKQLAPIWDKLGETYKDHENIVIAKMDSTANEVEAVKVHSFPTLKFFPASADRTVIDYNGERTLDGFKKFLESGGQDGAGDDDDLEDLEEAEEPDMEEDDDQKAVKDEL
HTR2A ag – mouse Htr2a agonists via beta-arrestin recruitment, primary screen, cell-based, luminescence | 360,000 compounds, 0.66% hits | CHO-K1 mHTR2A beta-arrestin complementation; percent of 30 µM serotonin response | activation, % at 7.6 µM | 5-hydroxytryptamine receptor 2A (Mus musculus), P35363 | AID 624169, 2012;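 active = activation above a run cutoff, the mean activation of all tested compounds plus 3 SD, cut at about 14% in these data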;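 note: 0% = plate median of compound wells and 100% = 30 µM serotonin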
Target sequence (P35363 whole entry, looked up): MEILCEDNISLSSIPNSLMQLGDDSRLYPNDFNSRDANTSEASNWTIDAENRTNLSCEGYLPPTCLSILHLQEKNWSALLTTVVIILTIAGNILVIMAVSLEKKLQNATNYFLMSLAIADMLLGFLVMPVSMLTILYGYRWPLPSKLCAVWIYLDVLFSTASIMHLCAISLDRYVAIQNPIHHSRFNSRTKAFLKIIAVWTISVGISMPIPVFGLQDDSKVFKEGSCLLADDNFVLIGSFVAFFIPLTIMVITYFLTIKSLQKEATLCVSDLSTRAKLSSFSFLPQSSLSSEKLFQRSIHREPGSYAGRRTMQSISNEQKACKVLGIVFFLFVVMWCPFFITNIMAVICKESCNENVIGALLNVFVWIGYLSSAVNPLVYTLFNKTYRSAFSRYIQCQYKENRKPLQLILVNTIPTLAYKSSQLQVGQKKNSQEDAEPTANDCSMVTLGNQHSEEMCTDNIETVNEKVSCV
Glyco luc inh – increase of ERlucT glycosylation luciferase signal, primary screen, N-linked glycosylation inhibitor project, D54 ERlucT cells, luminescence, set 2. D54 ERlucT glycosylation luciferase reporter, 24 h; percent of 100 nM tunicamycin response. reporter increase, % at 12.5 µM. 360,000 compounds, 0.23% hits. AID 588692, 2011;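 active = mean luciferase reporter signal, scaled so untreated is 0 and the glycosylation-blocking control 100, at or above a set limit in every replicate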;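 note: luciferase carries N-glycosylation sites so blocking glycosylation raises the light; 0% = median of neutral control wells and 100% = median of 100 nM tunicamycin wells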
Vif imaging – HIV Vif self-association inhibitors, primary screen, imaging, HEK293T, single point; HEK293T cells, Vif self-association by quenched fluorescence, 24 h; inhibition, % at 7.49 µM; 340,000 compounds, 0.35% hits; AID 602346, 2012; in the data active = inhibition above about 50%, passing the limit was not always enough; note: some results filed as inactive read as strong as hits
The depositor's hits bear a star; . = no result given.

SMILES	hiPSC survival	Exocytosis inh	CaV13 FRET inh	H9c2 protect	ABCB6 inh 2	aDG glyco up	PDI turbidity	HTR2A ag	Glyco luc inh	Vif imaging
Cc1ccsc1/C=C1\SC(N2CCOCC2)=NC1=O	0.0	-2	.	-14	237	0.4	6	-2	-1	-2
O=C(NC12CC3CC(CC(C3)C1)C2)c1c(Cl)cccc1Cl	-0.8	2	-5	2	95	0.0	5	-2	0	-4
COc1ccc(Nc2c3ccccc3nc3ccccc23)cc1	-0.1	18	-6	-14	99	0.3	1	3	42*	-2
COc1cc(OC)cc(C(=O)NC(=S)Nc2nnn(C)n2)c1	-0.3	2	-4	-1	100	0.0	-3	-5	1	-4
O=C(CSc1ncnc2c1cnn2Cc1ccccc1)Nc1ccc2c(c1)OCCO2	0.4	1	-6	-23	100	0.0	8	2	-13	0
CCN(C(=O)COC(=O)C1CCN(S(=O)(=O)c2ccc(C)c(C)c2)CC1)C1CCCCC1	-2.6	3	-2	-20	97	0.1	-5	4	3	-14
O=C(OC1CCCCC1=O)c1cc(Cl)ccc1[N+](=O)[O-] (configuration not stated)	0.3	-6	-7	0	96	0.8	-3	0	3	0
Cc1ccc(C)c(N2CCN(C(=O)c3ccc(Cn4c(=O)[nH]c5ccccc5c4=O)cc3)CC2)c1	-1.9	1	-4	-1	91	2.7	14	-10	-4	-1
CCn1c(=O)c2sccc2n2c(CCCC(=O)NCc3cccnc3)nnc12	-0.3	-16	-4	0	100	0.0	-2	4	2	8
Cc1nn(-c2ccccc2)c(C)c1C(=O)OCC(=O)Nc1ccc(C(N)=O)cc1	2.5	-2	-5	7	101	0.0	11	4	3	.
CCOc1ccc(C(C)NC(=S)NCc2ccc(Cl)cc2)cc1 (configuration not stated)	-2.0	13	-5	-13	91	0.2	1	-6	-2	-15
Cc1ccc(NC2Nc3cc(C)nn3S2)c(C)c1 (configuration not stated)	0.0	-6	.	-6	100	0.0	2	4	-1	-4

Entries above shown as hits in Glyco luc inh.
| Structure | Exocytosis inh | CaV13 FRET inh | ABCB6 inh 2 | aDG glyco up | PDI turbidity | HTR2A ag | Glyco luc inh | Vif imaging |
| --- | --- | --- | --- | --- | --- | --- | --- | --- |
| COc1ccc(Nc2c3ccccc3nc3ccccc23)cc1 | 18 | -6 | 99 | 0.3 | 1 | 3 | 42* | -2 |

Look-ups from the list.
Cc1ccsc1/C=C1\SC(N2CCOCC2)=NC1=O in aDG glyco up is entered as 0.4
O=C(NC12CC3CC(CC(C3)C1)C2)c1c(Cl)cccc1Cl in Exocytosis inh is entered as 2

Next section:
SMILES	hiPSC survival	Exocytosis inh	CaV13 FRET inh	H9c2 protect	ABCB6 inh 2	aDG glyco up	PDI turbidity	HTR2A ag	Glyco luc inh	Vif imaging
O=C(CN1CCCCCC1)Nc1ccc([N+](=O)[O-])cc1Br	-0.7	-4	-3	-1	101	-0.1	5	1	-1	-5
Cc1cccnc1C1=NOC(Cc2ccccc2)C(=O)N1Cc1ccccc1F (configuration not stated)	2.4	-2	20	-4	99	-0.1	9	5	-2	2
Cc1c(/C=N/NC(N)=O)c2ccccn2c1C(=O)c1ccncc1	-0.4	-4	4	12	93	0.0	-3	1	7	-8
Cc1ccc(Nc2nc(CSc3nnc(-c4ccncc4)n3-c3ccccc3C)cs2)cc1	0.0	3	-2	-13	91	-0.2	-8	0	-2	-10
CN1CCN(S(=O)(=O)c2ccc(Oc3ccc(Br)cc3F)nc2)CC1	-0.4	-1	-16	-9	107	-0.1	5	-3	-3	3
O=C(NCCCN1CCOCC1)/C(=C/c1ccc(-c2cccc([N+](=O)[O-])c2)o1)NC(=O)c1ccccc1	1.5	13	-13	21	97	-0.2	-5	0	0	.
COc1cc(OC)nc(C(NC(=O)C2CCN(Cc3ccc(Oc4ccccc4)cc3)CC2)c2ccc(F)cc2)n1 (configuration not stated)	2.1	27	-6	-16	93	1.9	-2	-6	-6	13
CC(=O)c1csc(CS(=O)(=O)c2ccccn2)n1	0.3	1	-5	-13	93	0.1	5	0	-1	-10
O=C(Nc1ccccc1[N+](=O)[O-])C1(c2ccccc2)CCOCC1	-0.5	1	2	11	99	-0.1	-4	-1	-1	-3
CCCCCn1c(N)c(-c2nc3ccccc3o2)c2c([N+](=O)[O-])nn(CC)c(=O)c21	4.8	5	-3	-7	100	0.1	-13	3	-10	4
COc1ccc(CN(C)CC(=O)Nc2ccccc2C(=O)NC2CC2)cc1OC	0.6	-6	-2	3	95	-0.3	-5	2	0	-10
CCOC(=O)CSc1ccc(S(=O)(=O)N(C)C2CCCCC2)cc1[N+](=O)[O-]	-0.9	-2	-8	-8	98	0.3	8	0	0	-8
CC(OC(=O)CCNS(=O)(=O)c1cccs1)C(=O)Nc1ccc(S(N)(=O)=O)cc1 (configuration not stated)	0.7	-4	-4	6	101	0.2	-3	-5	-1	-1
CN1[C@@H](CC(=O)c2ccccc2)CCC[C@H]1C[C@H](O)c1ccccc1	-1.0	1	-5	6	98	0.2	0	-2	2	-5
O=C(Nc1ccccc1)c1cccc(S(=O)(=O)Oc2ccc([N+](=O)[O-])cc2)c1	-1.1	-1	-6	-2	100	0.6	-6	-5	-2	-13
O=S(=O)(NC1C2CC3CC(C2)CC1C3)c1ccccc1 (configuration not stated)	-2.0	10	-3	-6	98	-0.2	6	1	-2	-5
O=C(CNCc1ccc(Cl)cc1)Nc1cccc(C(=O)O)c1	-0.4	3	24	3	95	0.1	14	4	1	-7
Cn1c(=O)[nH]c2sc3c(c2c1=O)CC(C)(C)OC3	-0.6	7	-1	12	89	-0.2	1	-3	0	-14
CCOc1cc2c(cc1OCC)C(C(=O)O)C(c1cc(OC)c(OC)c(OC)c1)N(C)C2=O (configuration not stated)	0.7	-3	-2	0	88	-0.1	1	-3	0	-1
CC1(C)CC(=O)C2=C(C1)N(CCN1CCOCC1)C1=C(C(=O)CC(C)(C)C1)C2c1ccc(Cl)c([N+](=O)[O-])c1	-0.2	8	-2	15	94	-0.2	6	-3	1	4
CC(C)CCn1c(SCc2ccc(Cl)cc2)nc2c1c(=O)[nH]c(=O)n2C	2.1	1	-5	-13	93	0.6	-4	3	3	16
Cc1ccc(C)c(N2CCN(S(=O)(=O)c3cccc4cccnc34)CC2)c1	-2.2	2	-3	-9	101	-0.1	2	-3	-2	-2
COc1ccc(S(=O)(=O)Nc2cc3c4c(c2)CCN4C(=O)CC3)cc1OC	-0.3	-11	-6	10	95	2.6	-1	-1	3	2
Cc1ccc(CCNC(=O)NC(C)(C)C)cc1	-1.2	-2	.	-6	109	-0.1	10	-1	-1	.

Structures listed so far with bromine (two):
SMILES	hiPSC survival	Exocytosis inh	CaV13 FRET inh	H9c2 protect	ABCB6 inh 2	aDG glyco up	PDI turbidity	HTR2A ag	Glyco luc inh	Vif imaging
O=C(CN1CCCCCC1)Nc1ccc([N+](=O)[O-])cc1Br	-0.7	-4	-3	-1	101	-0.1	5	1	-1	-5
CN1CCN(S(=O)(=O)c2ccc(Oc3ccc(Br)cc3F)nc2)CC1	-0.4	-1	-16	-9	107	-0.1	5	-3	-3	3

Continued:
SMILES	hiPSC survival	Exocytosis inh	CaV13 FRET inh	H9c2 protect	ABCB6 inh 2	aDG glyco up	PDI turbidity	HTR2A ag	Glyco luc inh	Vif imaging
Cc1c(NC(=O)c2ccc(Br)o2)cccc1C(=O)O	0.8	2	-7	4	101	0.0	-4	5	0	1
CCc1cc2c(-c3ccccc3)cc(=O)oc2cc1OCC(=O)NCC1CCC(C(=O)O)CC1 (configuration not stated)	1.4	6	.	-4	97	-0.1	.	5	-1	6
CCOC(=O)c1c(NC(=O)COC(=O)Cc2n[nH]c(=O)c3ccccc23)sc(C(=O)NC)c1C	0.6	5	-2	106*	90	-0.2	-2	3	0	6
Cc1ccc(Nc2nc3ccccc3o2)cc1F	4.8	-4	.	-13	94	0.1	-10	1	0	-24
Cc1ccc(C)c(S(=O)(=O)N2CCN(C(=O)Cn3cnc4c3c(=O)n(C)c(=O)n4C)CC2)c1	-0.3	-12	-8	-1	99	0.3	-8	-3	2	-4
COc1ccccc1N1CCN(C(=O)C2CC2)CC1	-0.1	-1	-18	9	97	0.0	11	0	2	5
Cc1ccc(S(=O)(=O)N(C)C)cc1NC(=O)COc1ccc(-c2nnco2)cc1	0.0	-2	-4	-4	94	-0.2	11	-6	1	-2
CCCCOC(=O)Nc1nnc(CC)s1	1.5	3	.	1	84	-0.2	7	1	-1	7
O=c1oc2ccccc2c(O)c1Sc1c(O)c2ccccc2oc1=O	2.0	7	.	0	98	0.1	-14	7	1	-11
Cc1csc(NC(=O)/C=C/c2ccc3c(c2)OCO3)n1	-0.2	4	.	-12	95	-0.1	-3	1	-12	-12
Cc1ccc(C(=O)Nc2c(C(=O)NCc3ccco3)cnn2-c2ccccc2)cc1	4.1	-3	.	4	89	0.1	16	-2	-1	19
CC(C)[C@H](NC(=O)N1CC(=O)Nc2ccccc21)C(=O)N[C@H](C(=O)O)c1ccccc1	-0.6	33	-16	-1	96	-0.2	8	6	1	-9

Full records as entered above. Screens in order: hiPSC survival	Exocytosis inh	CaV13 FRET inh	H9c2 protect	ABCB6 inh 2	aDG glyco up	PDI turbidity	HTR2A ag	Glyco luc inh	Vif imaging
Profile of `O=S(=O)(NC1C2CC3CC(C2)CC1C3)c1ccccc1` (configuration not stated) → -2.0	10	-3	-6	98	-0.2	6	1	-2	-5
Profile of `Cc1ccc(C)c(S(=O)(=O)N2CCN(C(=O)Cn3cnc4c3c(=O)n(C)c(=O)n4C)CC2)c1` → -0.3	-12	-8	-1	99	0.3	-8	-3	2	-4
Profile of `CCOc1cc2c(cc1OCC)C(C(=O)O)C(c1cc(OC)c(OC)c(OC)c1)N(C)C2=O` (configuration not stated) → 0.7	-3	-2	0	88	-0.1	1	-3	0	-1
Profile of `O=C(CN1CCCCCC1)Nc1ccc([N+](=O)[O-])cc1Br` → -0.7	-4	-3	-1	101	-0.1	5	1	-1	-5
Profile of `CN1[C@@H](CC(=O)c2ccccc2)CCC[C@H]1C[C@H](O)c1ccccc1` → -1.0	1	-5	6	98	0.2	0	-2	2	-5

(list continues)
SMILES	hiPSC survival	Exocytosis inh	CaV13 FRET inh	H9c2 protect	ABCB6 inh 2	aDG glyco up	PDI turbidity	HTR2A ag	Glyco luc inh	Vif imaging
CC(=O)Nc1cnc(-c2ccc(O)cc2C)cn1	-0.8	-11	-5	1	95	-0.2	-13	0	1	-5
CCCc1ccc(O)c(N=Cc2cc(Br)cc(OCC)c2O)c1	0.5	31	-7	71*	94	0.1	-1	2	-2	3
O=C1C=C(c2cccc(Cl)c2)C[C@@H](c2ccc(F)cc2)C1	-1.5	3	.	0	101	0.0	0	-1	-4	17
c1ccc(OCCOc2cccc3cccnc23)cc1	-0.8	-2	-15	4	98	0.0	0	-2	2	2
C/C(=N\NC(=O)c1ccc(=O)[nH]n1)c1cccnc1	-0.8	-1	-3	7	98	-0.1	-1	-2	0	15
